Htt clearance: mutant huntingtin protein clearance. inhibition, % at 1.5 µM. HeLa Exon1htt(103Q)mCFP, aggregate imaging; zero = plate's median compound well. 47,000 compounds, 0.42% hits. AID 853;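 active = inhibition of aggregate fluorescence above about 70%, also judged a hit by eye on the cell image, limit read from the data, passing the limit was not always enough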;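 note: cells exposed to compound for three days before fixation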
Htt clearance grain fraction: second read-out of Htt clearance, no call of its own (marks repeat the call); fraction fluorescence in grains; measured here: aggregate grain fluorescence fraction; stronger effect = lower value;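 scaled fraction of total cell fluorescence in grains with unit not stated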
The depositor's hits bear a star. An excerpt; rates above refer to the full screens.

mol	Htt clearance	Htt clearance grain fraction
C=CCc1c(C)[nH]c(=S)c(C#N)c1C	-20	43
O=C(CCN1CCN(c2ccccc2)CC1)Nc1ccc(Cl)cc1	14	16
CC(=O)Nc1ccc(S(=O)(=O)NCC2CCC(C(=O)NCCC(C)C)CC2)cc1 (stereo unspecified)	21	17
CCC(=NCCc1ccccc1)C1=C(O)CCC1=O	15	29
COc1ccc(OCCNC(=O)c2ccccc2OCC(=O)N2CCCCC2)cc1	51	10
O=S(=O)(NCc1cccnc1)c1cccc2nsnc12	10	30
O=C(CSc1nc2ccccc2o1)Nc1ccccc1	-9	19
Cc1cccc(N2CC(C(=O)O)CC2=O)c1 (stereo unspecified)	-12	20
CCN(C#N)c1nc(NC(C)C)nc(NC(C)C)n1	26	15
CCOC1(OCC)N=C(N)C2(C#N)C(c3cccc(C)c3)C12C#N (stereo unspecified)	-27	49
O=C(NCCC1=CCCCC1)C1CCN(S(=O)(=O)c2cnc[nH]2)CC1	-38	27
O=C(CCSCCC(=O)NCc1ccco1)NCc1ccco1	33	29
CC(NC(=O)c1ccc(NS(C)(=O)=O)cc1)c1ccccc1 (stereo unspecified)	6	19
O=C(CSc1nnc(NC(=O)C2CCC2)s1)Nc1ccc(N2CCOCC2)cc1	7	36
COc1ccc(/C=N/NC(=O)C(=O)Nc2ccccn2)cc1OC	-14	46
CCOC(=O)c1c(NC(=O)CSc2nc3c(c(=O)n(C)c(=O)n3C)n2C(C)C)sc(C)c1C	-117	42
CCC1CCc2c(sc(NC(=O)c3ccco3)c2C(N)=O)C1 (stereo unspecified)	-8	21
Cc1cccc(-c2nc3c(c(SCC(=O)N4CCOCC4)n2)CCCC3)c1	-2	19
Cc1ccccc1SCC(=O)NC1CCOC1=O (stereo unspecified)	24	22
CCCC(C)C(=O)Nc1ccc(C(N)=O)cc1 (stereo unspecified)	-17	20
CC1CCN(C(=O)C2CCN(S(=O)(=O)c3cnc[nH]3)CC2)CC1	12	17
Cc1sc2nc(SCC(=O)NCCO)n(C)c(=O)c2c1C	-49	34
CSC1=C(C#N)C(c2ccccc2Cl)C(C(C)=O)=C(C)N1 (stereo unspecified)	6	19
COc1ccc(CNC(=O)CSc2nnc(Cn3nnc4ccccc43)n2C)cc1	-5	34
Cc1ccccc1-n1c(Cn2c(=O)sc3ccccc32)nnc1SCC(=O)NCC1CCCO1 (stereo unspecified)	-160	135
CC(C)N(Cc1nc(-c2ccccc2)no1)C(=O)Cc1ccccc1	-34	50
CCCCSCCCNC(=O)CS(=O)Cc1nc(-c2cccc(C)c2)oc1C (stereo unspecified)	24	35
Cc1cc(C)cc(N2CC(C(=O)O)CC2=O)c1 (stereo unspecified)	18	38
Cc1ncc(CO)c2cc(C(N)=O)c(=Nc3ccccc3)oc12	-10	34
Cc1nnc(SCCn2c(N(C)Cc3ccccc3)nc3c2c(=O)n(C)c(=O)n3C)s1	-64	29
Cc1ccc(S(=O)(=O)N2CCN(C(=O)N(C)C)CC2)cc1C	-6	22
COc1cccc(-n2ccnc2SCC(=O)Nc2ccccc2)c1	37	22
COc1ccc(S(=O)(=O)N/N=C\c2ccc(OC)c(COc3ccc(C)cc3[N+](=O)[O-])c2)cc1	-3	20
CN(C)CCCn1c(N)c(C#N)c2nc(C#N)c(C#N)nc21	-4	18
COc1ccc2c(C)c(Cl)c(=O)oc2c1	-11	22
O=C(NCC1CCCO1)C1CCCN1C(=O)NC1CCCCC1 (stereo unspecified)	61	7.4
Cc1cc(C)c2nc(SCCc3ccccc3)nc(C)c2c1	37	10
COc1ccc(OC)c(/C(O)=C/C(=O)C(=O)Nc2cc(C)cc(C)c2)c1	-6	22
Cc1csc(SCC(=O)Nc2nc3ccccc3s2)n1	-35	51
CC(=O)Nc1ccc(Nc2nc(C)nc3c2oc2ccccc23)cc1	18	32

6 entries drawn at random from those above:
mol	Htt clearance	Htt clearance grain fraction
Cc1ccc(S(=O)(=O)N2CCN(C(=O)N(C)C)CC2)cc1C	-6	22
COc1ccc(S(=O)(=O)N/N=C\c2ccc(OC)c(COc3ccc(C)cc3[N+](=O)[O-])c2)cc1	-3	20
Cc1csc(SCC(=O)Nc2nc3ccccc3s2)n1	-35	51
CN(C)CCCn1c(N)c(C#N)c2nc(C#N)c(C#N)nc21	-4	18
COc1ccc2c(C)c(Cl)c(=O)oc2c1	-11	22
O=C(NCC1CCCO1)C1CCCN1C(=O)NC1CCCCC1 (stereo unspecified)	61	7.4

Next part:
mol	Htt clearance	Htt clearance grain fraction
O=C1CC(N2CCN(Cc3ccc4c(c3)OCO4)CC2)C(=O)N1c1ccccc1 (stereo unspecified)	-10	22
C=CCc1cccc2cc(C(=O)NC(C)(C)C)c(=O)oc12	-59	28
CC(C)NC(=O)CSc1nc2ccccc2c(=O)n1CCCOC(C)C	-14	39
Fc1ccc(CNC(=S)Nc2ccc(Cl)cc2)cc1	-15	35
O=C1c2ccccc2S(=O)(=O)N1Cc1nnc(-c2ccccc2Br)o1	10	42
CS(=O)(=O)N(CC(=O)N1CCOCC1)Cc1ccccc1	-23	23
CCn1c(SCC(=O)Nc2cc(F)ccc2C)nnc1-c1ccccc1O	-2	18
COc1ccc(N2CSC3=C(C#N)C(c4ccc(OC)c(OC)c4)CC(=O)N3C2)c(OC)c1 (stereo unspecified)	-10	55
Cn1c(=O)n(C)c2cc(S(=O)(=O)Nc3ccccc3O)ccc21	-349	145
CN(C)S(=O)(=O)c1ccc2c(c1)C(CC(=O)O)NC2=O (stereo unspecified)	19	16

3 entries out of the list above, ordered by their value in Htt clearance, descending.
mol	Htt clearance	Htt clearance grain fraction
COc1ccc(N2CSC3=C(C#N)C(c4ccc(OC)c(OC)c4)CC(=O)N3C2)c(OC)c1 (stereo unspecified)	-10	55
CS(=O)(=O)N(CC(=O)N1CCOCC1)Cc1ccccc1	-23	23
Cn1c(=O)n(C)c2cc(S(=O)(=O)Nc3ccccc3O)ccc21	-349	145

New compounds follow:
mol	Htt clearance	Htt clearance grain fraction
Cc1cc(C)cc(-n2c(SCC(=O)NCc3ccco3)nc3ccccc3c2=O)c1	-1	21
COc1ccc(CNc2ccc(-c3ccc(OC)cc3)nn2)cc1	29	25
Cc1cc2oc(=O)c3c(c2cc1OC(=O)c1ccco1)CCCC3	40	12
CCn1c(SCC(=O)Nc2cccc(NC(C)=O)c2)nnc1C(C)C	20	15
Cc1ccc(C(=O)c2c[nH]c(C(=O)NCc3cccnc3)c2)cc1	32	26
Cn1nnc(NC(=O)c2cccc(F)c2)n1	30	24
COc1ccc(-c2cc(C(F)(F)F)nc(N3CCOCC3)n2)cc1	-55	58
O=C(COC(=O)CCc1c[nH]c(=O)[nH]1)Nc1cccc(Cl)c1	10	17
Cc1cc(C)cc(N2C(=O)C3C4C=CC(C4)C3C2=O)c1 (stereo unspecified)	24	13
CC(c1ccccc1)n1cc(C(=O)NCc2cccnc2)nn1 (stereo unspecified)	11	34
Cc1ccccc1CSCCNC(=O)CN(c1ccc2c(c1)OCO2)S(C)(=O)=O	34	13
Cc1nc2nc(-c3ccccc3)[nH]n2c(=O)c1Cc1ccccc1	-94	37
COc1ccc(C2(C(=O)NC(C)C)CCCC2)cc1OC	6	17
O=C1NC(=O)C(c2ccccc2)(c2ccccc2)N1	35	15
COc1ccc(C(=O)CSc2nnc(-c3ccc(C)cc3)o2)cc1	28	15
COC(=O)COc1nsnc1N1CCOCC1	11	39
O=C(CCCC(=O)N(c1ccc2c(c1)OCCO2)C(C(=O)NC1CCCCC1)c1ccc(Cl)cc1)Nc1ccccn1 (stereo unspecified)	38	22
O=C(Nc1nnc(SCc2ccc(F)cc2)s1)c1ccco1	-9	43
Cc1c(C)c2cc(Cl)c(O)c(CN3CCCC(C)C3)c2oc1=O (stereo unspecified)	-10	20
COc1ccccc1NC(=O)c1nnn(CC(=O)Nc2cccc(SC)c2)c1N	26	15

Given with two lines to a compound: entries from further up.
Below each SMILES: Htt clearance, Htt clearance grain fraction
CS(=O)(=O)N(CC(=O)N1CCOCC1)Cc1ccccc1
→ -23, 23
CCn1c(SCC(=O)Nc2cc(F)ccc2C)nnc1-c1ccccc1O
→ -2, 18
COc1ccc(N2CSC3=C(C#N)C(c4ccc(OC)c(OC)c4)CC(=O)N3C2)c(OC)c1 (stereo unspecified)
→ -10, 55
Cn1c(=O)n(C)c2cc(S(=O)(=O)Nc3ccccc3O)ccc21
→ -349, 145
CN(C)S(=O)(=O)c1ccc2c(c1)C(CC(=O)O)NC2=O (stereo unspecified)
→ 19, 16
Cc1cc(C)cc(-n2c(SCC(=O)NCc3ccco3)nc3ccccc3c2=O)c1
→ -1, 21
COc1ccc(CNc2ccc(-c3ccc(OC)cc3)nn2)cc1
→ 29, 25

The listing continues:
mol	Htt clearance	Htt clearance grain fraction
CN(C(=O)C1CCCO1)c1nnc(-c2ccccn2)s1 (stereo unspecified)	-23	42
COc1ccc(C2C(C#N)=C(N)SC(N)=C2C#N)cc1OC	33	14
Cc1cc(NC(=O)Cn2nnc3sc4c(c3c2=O)CCCC4)no1	10	30
O=C(c1ccccc1)c1cccn1CC(=O)N1CCN(c2ccc(F)cc2)CC1	26	30
O=C(c1ccc(COc2ccccc2Cl)o1)N1CCCC1	13	21
O=c1ccc(/C=C/c2ccccc2)nn1Cc1ccccc1	-4	22
CCOc1ccc(N(CC(=O)NCCSc2ccccn2)S(C)(=O)=O)cc1	16	18
CCOC(=O)C1CCN(c2ncnc3c2[nH]c2cccc(OC)c23)CC1	1	38
Cn1c(SCC(=O)Nc2sccc2C#N)nnc1-c1ccccc1	-21	26
S=C1NCCc2ccc(Cl)cc2C1c1ccccc1Cl (stereo unspecified)	-62	27
CCN1C(=O)C(O)(C2COC(C)(C)CC2=O)c2ccccc21 (stereo unspecified)	-2	39
Nn1c(SCC(=O)Nc2ccc3c(c2)OCCO3)nnc1-c1ccccn1	16	16
CCCc1nnc(NC(=O)CCC(=O)N2CCCCC2CC)s1 (stereo unspecified)	26	33
CC1=C(C(N)=O)C(c2ccccc2)n2nc(-c3ccncc3)nc2N1 (stereo unspecified)	-29	52
O=C1C(Cl)=C(N2CCOCC2)C(=O)N1c1ccccc1Cl	35	21
Cc1cc2c(=O)n(C)c(SCC(=O)c3cc4ccccc4o3)nc2s1	-13	23
O=C(COC(=O)Cc1cn2ccsc2n1)NCc1ccc2c(c1)OCO2	-11	22
O=C(NCCCN1CCOCC1)C(C(=O)c1ccccc1)n1ccccc1=O (stereo unspecified)	36	22
Cc1ccc(OCc2nc(-c3ccccn3)no2)c(Br)c1	-10	23
CCCCCCCNC1=CC(=O)CC(c2ccco2)C1 (stereo unspecified)	-2	20
O=C(NCCCN1CCOCC1)C1CC(=O)N(CCc2ccccc2)C1 (stereo unspecified)	27	13
CCOC(=O)CSc1nc(-c2ccc(OC)cc2)ns1	18	27
O=C(Nc1ccccc1N1CCCCC1)c1cccs1	31	11
Nc1ccccc1SCc1cn2cccnc2n1	22	32
CN(C)Cc1nc2ccccc2c(=O)n1Cc1nc(C(C)(C)C)cs1	52	10
Cn1c(C(=O)OC(C(=O)NC2CCCC2)c2ccncc2)cc2sccc21 (stereo unspecified)	-44	32
O=C(NCc1ccco1)C1CCCN(S(=O)(=O)c2cnc[nH]2)C1 (stereo unspecified)	-49	67
O=C1c2ccccc2C(=O)C1c1ccncc1	33	23
COc1ccc(N(C(=O)c2ccccc2OC)C2C=CS(=O)(=O)C2)c(OC)c1 (stereo unspecified)	14	38
Cc1cc(C(=O)N2CCc3ccccc32)c2ccccc2n1	-3	36

As entered above.
Value for O=C(NCCCN1CCOCC1)C1CC(=O)N(CCc2ccccc2)C1 (stereo unspecified) under Htt clearance grain fraction: 13
Value for Nc1ccccc1SCc1cn2cccnc2n1 under Htt clearance: 22
Value for CCOC(=O)CSc1nc(-c2ccc(OC)cc2)ns1 under Htt clearance: 18
Value for Cn1c(C(=O)OC(C(=O)NC2CCCC2)c2ccncc2)cc2sccc21 (stereo unspecified) under Htt clearance: -44
Value for Cc1cc(C(=O)N2CCc3ccccc32)c2ccccc2n1 under Htt clearance: -3
Value for COc1ccc(N(C(=O)c2ccccc2OC)C2C=CS(=O)(=O)C2)c(OC)c1 (stereo unspecified) under Htt clearance: 14

Going on with the list:
mol	Htt clearance	Htt clearance grain fraction
O=C(CCSc1nnc2ccccn12)Nc1ccc(F)cc1	36	10
Oc1ccc(Nc2nc(NCC3CCCO3)c3ccccc3n2)cc1 (stereo unspecified)	10	19
Fc1ccccc1N1CCN(C(c2ccccn2)c2nnnn2C2CCCCC2)CC1 (stereo unspecified)	-61	60
CCn1cc([N+](=O)[O-])c(C(=O)N2N=C3/C(=C/c4cccs4)CCCC3C2c2cccs2)n1 (stereo unspecified)	-10	21

Source: PubChem
